Screens (PubChem BioAssay)
HSF1 activator – HSF-1 activators, primary screen, NIH3T3-HGL cells, MG132 stress, luminescence, single point; NIH3T3-HGL HSF-1 luciferase reporter, 8 h; 100% = twice DMSO control signal; activation, % at 9 µM; 1.7% of 300,000 active; AID 504408, 2011;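 active means mean replicate activation of at least 50% with a set share of replicates each reaching 50%; inconclusive means only one of those two conditions met; inactive means mean below 50% and too few replicates reaching it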;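 further: 0% = median of the neutral control wells and 100% = twice that signal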
IEC-6 cytotox – cytotoxicity in IEC-6 intestinal epithelial cells, primary screen, cytotoxicity control for KLF5 inhibitor project, cell-based, luminescence | IEC-6 cytotoxicity, luminescence viability | 0.78% of 290,000 active | inhibition, % at 5 µM; in the data active means inhibition above about 22%;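 further: 0% = plate median of test compound wells and 100% = cytotoxic reference compound wells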
KLF5 inhibitor – KLF5 expression inhibitors, primary screen, DLD-1 cells, luminescence; AID 1700, 2009; DLD-1 KLF5 promoter-luciferase reporter; inhibition, % at 5 µM; 0.23% of 290,000 active;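 active means inhibition above a per-plate limit of that plate's mean compound inhibition plus 3 SD, cut at about 60% in these data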;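 further: 0% = DMSO wells and 100% = LY294002 at 200 µM; higher means less KLF5 promoter-driven luciferase light; inactives centre near -14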
aSyn UTR inh – MLPCN primary screen, SNCA 5' untranslated region; alpha-synuclein 5'UTR reporter, inhibitor activity; inhibition, % (tested at 7.5 µM); 0.82% of 300,000 active; AID 1813, 2009; in the data active means inhibition above about 60%; inconclusive means no clear call, values can overlap the other calls;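 further: H4 neuroglioblastoma cells stably carrying SNCA 5'UTR luciferase fusion; 0% = DMSO wells and 100% = positive control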
AI-2 QS mod – Vibrio harveyi AI-2 quorum sensing modulators, primary screen, JMH597 strain, luminescence/OD600 ratio; Vibrio harveyi JMH597 AI-2 luminescence/OD600 ratio, 9 h; hits give low values; strain lacks LuxN and CqsS sensors; 0 = neutral-control median; activity change, % at 7.5 µM; 0.4% of 300,000 active; AID 2094, 2009; in the data active means activity change below about -75%, passing the limit was not always enough; inconclusive means no clear call, values can overlap the other calls;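 further: luminescence divided by OD600 gain over 9 h not by final OD600 alone; inactives centre near 13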
HSP90 inh – HSP90 inhibitors, primary screen, cell lysate, luminescence; Heat shock protein HSP 90 (rabbit reticulocyte lysate; luciferase refolding); Rabbit reticulocyte lysate, luciferase refolding luminescence, 3 h; inhibition, % at 5.6 µM; 0.91% of 290,000 active; AID 1789, 2009;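 active means inhibition above the screen-wide mean plus 3 SD, computed separately per campaign, cut at about 16% in these data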;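 further: 0% = DMSO wells and 100% = 60 µM geldanamycin wells; inhibitors lower the luminescence because luciferase stays unfolded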
HSF1 inhib – HSF1 inhibitors in luciferase reporter cells, primary screen, cell-based, NIH3T3, luminescence | 0.77% of 300,000 active | activity change, negative = inhibition, % at 7.5 µM (by protocol) | NIH3T3-HGL HSE-luciferase, MG132-induced, luminescence 8 h; hits give low values | AID 2098, 2009;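 active means more than half of replicate wells show activity change below -50%, luminescence cut by over half; inconclusive means some wells, but at most half, below -50%; inactive means no replicate well below -50%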;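 further: luciferase reports HSF-1 transcriptional activity via heat shock element; 0% = median of DMSO wells and -100% = zero luminescence signal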
HIF act – HIF pathway transcriptional activators, primary screen, cell-based, U2OS HRE-luciferase, luminescence. U2OS HRE-luciferase reporter; normalized: DMSO 0%, desferrioxamine 100%. activation, % at 7.5 µM (by protocol). 0.32% of 300,000 active;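 active means mean activation of at least 10% of the iron chelator positive control signal, with at least half of replicates also reaching 10%; inconclusive means mean and replicate majority disagree about reaching 10%; inactive means mean and most replicates under 10%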
GSK3 alpha inh – blockers of GSK3A enzyme activity – biochemical, luminescence, cell-free homogeneous, HTS, primary screen | Glycogen synthase kinase-3 alpha (Homo sapiens), P49840 | GSK-3 alpha kinase, ADP-Glo luminescence, 60 min | inhibition, % at 10 µM | 0.1% of 320,000 active | AID 2650, 2010;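 in the data active means inhibition above about 50%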;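 further: GST-tagged GSK-3 alpha with peptide substrate and 25 µM ATP; 0% = DMSO neutral wells and 100% = GW8510 positive control wells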
Target sequence (P49840 whole entry, looked up): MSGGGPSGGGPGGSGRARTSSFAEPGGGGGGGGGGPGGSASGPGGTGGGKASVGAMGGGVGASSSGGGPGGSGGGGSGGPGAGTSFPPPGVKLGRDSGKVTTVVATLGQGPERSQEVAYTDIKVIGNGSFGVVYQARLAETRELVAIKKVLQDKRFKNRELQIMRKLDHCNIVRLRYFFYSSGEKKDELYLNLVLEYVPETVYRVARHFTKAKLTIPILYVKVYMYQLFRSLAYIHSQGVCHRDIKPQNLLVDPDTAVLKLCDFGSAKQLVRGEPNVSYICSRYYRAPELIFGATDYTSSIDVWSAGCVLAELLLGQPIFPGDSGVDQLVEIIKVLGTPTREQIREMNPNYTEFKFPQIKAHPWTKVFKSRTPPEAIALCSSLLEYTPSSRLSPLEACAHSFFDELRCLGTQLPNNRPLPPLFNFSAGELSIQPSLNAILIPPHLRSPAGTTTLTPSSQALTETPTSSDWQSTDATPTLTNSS
GSK3B inh – human GSK3beta kinase inhibitors, primary screen, biochemical, cell-free homogeneous, HTS; activity score (negative = inhibition), % at 10 µM; AID 2097, 2009; Glycogen synthase kinase-3 beta (Homo sapiens), P49841; GST-GSK3beta kinase, ADP-Glo luminescence, 60 min; hits give low values; 0.038% of 300,000 active;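 active means more than half of replicate wells score below -50%, meaning over 50% inhibition versus plate controls; inconclusive means some replicates but at most half score below -50%; inactive means no replicate scores below -50%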;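 further: 0% = median DMSO wells and -100% = median GW8510 positive control wells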
Target sequence (P49841 whole entry, looked up): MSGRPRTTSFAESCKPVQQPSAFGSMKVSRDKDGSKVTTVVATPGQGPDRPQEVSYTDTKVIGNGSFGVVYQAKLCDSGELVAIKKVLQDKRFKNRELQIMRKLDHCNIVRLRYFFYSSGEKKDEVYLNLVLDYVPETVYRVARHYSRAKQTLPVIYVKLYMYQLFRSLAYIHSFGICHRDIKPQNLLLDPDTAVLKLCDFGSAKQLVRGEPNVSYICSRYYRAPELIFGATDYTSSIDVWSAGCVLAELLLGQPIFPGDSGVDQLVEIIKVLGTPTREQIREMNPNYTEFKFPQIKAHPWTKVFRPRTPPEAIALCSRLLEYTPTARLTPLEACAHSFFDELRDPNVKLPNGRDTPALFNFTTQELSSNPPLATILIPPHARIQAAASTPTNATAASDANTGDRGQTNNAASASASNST
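Test system: GST-tagged human GSK3beta kinase, cell-free; evaluation: activity score scaled between in-plate DMSO and GW8510 controls; measured by: ADP-Glo luminescence; incubation: 60 min reaction, RT; benchmarks: DMSO and 20 µM GW8510; reagent: peptide substrate plus 25 µM ATP (final); medium: Tris/MgCl2 kinase buffer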
An asterisk follows results filed as active; ? = inconclusive; nt = not tested or not shown. Compounds as they come; overall some 4.7% were active at least once.

No. | mol | GSK3B inh | AI-2 QS mod | GSK3 alpha inh | HSP90 inh | aSyn UTR inh
1 | Cc1csc(NC(=O)c2cccc(Cn3nc(C)c(Br)c3C)c2)n1 | -3 | 17 | -1 | 10 | -22
2 | CCCCn1c(=O)[nH]c(=O)c2c1nc(-c1ccc(OCCC)c(OCC)c1)n2C | -5 | 11 | 2 | 0 | 15
3 | NC(=O)c1ccsc1NC(=O)C1CCN(S(=O)(=O)c2cccs2)CC1 | -5 | 21 | 1 | nt | -22
4 | O=C(CSCc1ccc(Cl)cc1Cl)Nc1nccs1 | 4 | 25 | 1 | 2 | -22
5 | CC(Cl)C(=O)Nc1cc(C(C)(C)C)nn1-c1ccccc1 (stereo not drawn) | 7 | 18 | -2 | -3 | -24
6 | Cc1snc(SCC(=O)c2ccc(F)cc2)c1C#N | -4 | 12 | 0 | 2 | -124
7 | Cc1cc(NS(=O)(=O)c2ccccc2)c([N+](=O)[O-])cc1C | 4 | 13 | -1 | -3 | 33
8 | O=C1C=C(NCCN2CCOCC2)CC(c2ccccc2)C1 (stereo not drawn) | 2 | 22 | 0 | -1 | -26
9 | Cn1cc(-c2ccccc2C(=O)O)c(=O)c2cc(Cl)ccc21 | 0 | 12 | -4 | 3 | 19
10 | Cc1cccc(NC(=O)NCCN2CCN(c3ccccc3)CC2)c1C | -3 | 22 | -2 | -2 | 13

No. | HIF act | IEC-6 cytotox | HSF1 activator | HSF1 inhib | KLF5 inhibitor
1 | 0.2 | 1 | 14 | 18 | -14
2 | 0.2 | 1 | 9 | 3 | -10
3 | -0.1 | nt | -3 | -10 | nt
4 | 0.4 | 5 | 16 | 10 | -9
5 | 0.1 | 0 | 0 | 4 | -28
6 | 0.6 | 2 | 13 | 7 | -48
7 | -0.2 | 4 | 0 | -4 | -9
8 | nt | -1 | 27 | -2 | -24
9 | -3.6 | 3 | -4 | -8 | -27
10 | 0.1 | 3 | -12 | 2 | -4

(list continues)
No. | mol | GSK3B inh | AI-2 QS mod | GSK3 alpha inh | HSP90 inh | aSyn UTR inh
11 | Cc1cccc(N(C(=O)Cn2nnc3ccccc32)C(C(=O)NC(C)(C)C)c2ccsc2)c1 (stereo not drawn) | -3 | 13 | 13 | -2 | 19
12 | CC1(C(=O)NCc2ccccn2)C=CCN1C(=O)c1ccccc1 (stereo not drawn) | 0 | 4 | -2 | 2 | 5
13 | CCOC(=O)C(C)Sc1ncnc2c1nnn2-c1ccc(F)cc1 (stereo not drawn) | 3 | 19 | 0 | -3 | 0
14 | O=C(O)c1cccnc1SCc1cccc(Cl)c1 | 3 | 43 | -6 | 3 | 0
15 | COC(=O)c1ccc(C23CC4(C2)[C@H](CN(Cc2ccc(-c5ccccc5)cc2)[C@@H]4c2ccccc2)C3c2ccc(Cl)nc2)cc1 (stereo partly drawn) | 0 | 16 | 3 | nt | 15
16 | COC(=O)c1c(NC(=O)CN2C(=O)NC3(CCc4ccccc4C3)C2=O)sc2c1CCCCC2 (stereo not drawn) | 1 | -2 | -1 | 3 | 22
17 | COC(=O)c1c(NC(=O)c2ccnn2C)sc(C)c1C | 2 | 7 | 0 | 1 | 3
18 | CC1CCC(=C(C#N)c2nc(-c3cc4ccccc4oc3=O)cs2)CC1 (stereo not drawn) | 2 | 10 | -1 | -1 | -258
19 | COc1ccc(C2C(=O)N(CCc3ccccc3)CC(=O)N2C2CCCCC2)cc1 (stereo not drawn) | 0 | 9 | -3 | -1 | 4
20 | CCn1c(=O)c(C(=O)NNC(=O)c2ccccc2Br)c(O)c2ccccc21 | -5 | 2 | 0 | 1 | -14

No. | HIF act | IEC-6 cytotox | HSF1 activator | HSF1 inhib | KLF5 inhibitor
11 | -0.5 | -4 | 2 | 0 | -29
12 | -2.4 | 0 | 2 | 1 | -5
13 | 0.9 | 0 | 47 | 31 | -23
14 | -1.1 | 2 | 22 | 2 | 11
15 | 0.0 | nt | -15 | -4 | nt
16 | 0.0 | -1 | 8 | 1 | -3
17 | -38 | 4 | 5 | -1 | -1
18 | 4.5 | 0 | -29 | -20 | -36
19 | -0.2 | -5 | 18 | -2 | 5
20 | -0.1 | 1 | 27 | 3 | -15

(further entries)
No. | mol | GSK3B inh | AI-2 QS mod | GSK3 alpha inh | HSP90 inh | aSyn UTR inh
21 | CC(C)(C)C(=O)NC(CC(=O)O)c1ccccc1 (stereo not drawn) | -1 | 28 | 0 | -2 | 2
22 | CC(C)(C(=O)Nc1nccs1)c1ccccc1 | -1 | 15 | -2 | -2 | 7
23 | Cc1cc(N2CCN(C)CC2)ccc1NC(=O)c1cccc(S(=O)(=O)N2CCc3ccccc3C2)c1 | -2 | 26 | 1 | 2 | 43
24 | O=C(N1CCN(CCO)CC1)N1c2ccccc2CCc2ccccc21 | 1 | 7 | -4 | -4 | -7
25 | Cc1ccc(-c2nnc(SCC(=O)Nc3ccc(N4CCOCC4)cc3)o2)cc1 | 3 | -3 | 0 | 1 | 7
26 | O=C(CCN1CCN(C(c2ccccc2)c2ccccc2)CC1)N/N=C/c1ccc(O)cc1O | 3 | 33 | 0 | 1 | -12
27 | O=C(CCCC(=O)N(CC(=O)NC1CCCC1)c1cccc(F)c1)Nc1ccccn1 | 1 | 26 | 1 | -2 | -13
28 | Cc1[nH]c2ccccc2c1Cc1n[nH]c(=S)o1 | 2 | 33 | -3 | -1 | -6
29 | Cc1cccc2c(N=O)c(O)[nH]c12 | -1 | -2 | 11 | 4 | 6
30 | Cc1ccc(S(=O)(=O)Nc2ccc(S(=O)(=O)N3CCOCC3)cc2)cc1 | 2 | -8 | -1 | 2 | -3

No. | HIF act | IEC-6 cytotox | HSF1 activator | HSF1 inhib | KLF5 inhibitor
21 | 0.3 | -4 | -8 | -10 | -6
22 | -0.6 | -1 | -17 | -10 | 19
23 | 1.2 | -3 | 5 | 0 | -26
24 | 0.4 | -2 | 13 | -6 | -8
25 | 0.2 | 8 | 12 | 0 | -13
26 | 8.4 | 2 | -2 | 2 | 9
27 | -0.9 | 2 | -9 | 3 | 8
28 | nt | 3 | -7 | -6 | -14
29 | -0.1 | 8 | -22 | 0 | -25
30 | 0.3 | 2 | -14 | 1 | 6

(more compounds)
No. | mol | GSK3B inh | AI-2 QS mod | GSK3 alpha inh | HSP90 inh | aSyn UTR inh
31 | Cc1c(Cl)cccc1NC(=S)N(Cc1ccccc1)Cc1cccnc1 | 0 | 15 | 1 | 8 | 10
32 | O=Cc1c(NCc2ccco2)nc2ccccn2c1=O | -7 | 0 | 0 | 0 | -89
33 | O=C(CCCOc1ccc(Cl)cc1Cl)NNC(=O)C1CCC1 | 0 | 13 | 0 | -2 | -1
34 | COc1cc(C(=O)Nc2ccc(S(=O)(=O)Nc3cc(C)on3)cc2)cc(OC)c1OC | 1 | 13 | 0 | 0 | 9
35 | CCOc1cc(OCC)cc(C(=O)O)c1 | 3 | 58 | -2 | 1 | 3
36 | CCOC(=O)c1c(C)nc(C)c(C(=O)OCC)c1-c1cccnc1 | 2 | 6 | 0 | 0 | 6
37 | COC(=O)c1ccccc1NC(=O)CSc1n[nH]c(-c2cccnc2)n1 | 2 | 7 | 0 | -1 | 5
38 | O=C(c1cc(-c2ccc(Cl)cc2)n(-c2ccc(Cl)c(Cl)c2)n1)N1CCOCC1 | -2 | -2 | -1 | -3 | 16
39 | COc1ccc(S(=O)(=O)N2CCCCCC2)cc1C(=O)OCC(=O)NC(C)(C)C | -1 | 8 | 0 | 3 | -19
40 | Cc1[nH]n(-c2ccccc2)c(=O)c1C=NCC1CCCO1 (stereo not drawn) | 2 | 18 | -4 | 0 | -13

No. | HIF act | IEC-6 cytotox | HSF1 activator | HSF1 inhib | KLF5 inhibitor
31 | 0.5 | -7 | 5 | 7 | 1
32 | -9.7 | -3 | 4 | -2 | -3
33 | -1.1 | 3 | 7 | 10 | -12
34 | 0.0 | 5 | -10 | -2 | -9
35 | -0.3 | 5 | -54 | -43 | -4
36 | -1.2 | 1 | -46 | -31 | -6
37 | -0.1 | 4 | -2 | 4 | 3
38 | 0.4 | -1 | 7 | 5 | -1
39 | -0.9 | 3 | -75 | -68* | 0
40 | 1.2 | -3 | -3 | -1 | -44

Next section:
No. | mol | GSK3B inh | AI-2 QS mod | GSK3 alpha inh | HSP90 inh | aSyn UTR inh
41 | COc1ccc(C2CC(=O)c3cc(OC)c(OC)cc32)cc1OC (stereo not drawn) | 0 | 11 | 0 | -3 | 15
42 | Nc1ccccc1SCc1cc([N+](=O)[O-])cc2c1OCOC2 | 3 | -2 | -1 | 1 | -67
43 | Nc1nnc(SCC(=O)NC2CCCCCC2)s1 | 1 | 7 | 0 | nt | 9
44 | CC(/C=C1\SC(=S)N(NC(=O)c2ccc(C)cc2)C1=O)=C\c1ccccc1 | 3 | 25 | 1 | 3 | -34
45 | Cc1sc2nc[nH]c(=O)c2c1-c1ccc(F)cc1 | 1 | 15 | 0 | -1 | 7
46 | O=C(N/N=C/c1cc(Br)ccc1O)c1ccccc1Cl | -28 | ? | 2 | -6 | 67*
47 | CC1CCN(CCNC(=O)CCS(=O)(=O)c2ccc(Br)cc2)CC1 | nt | nt | 0 | 4 | nt
48 | Cc1ccc(NC2CCCN(C(=O)CCN3CCOCC3)C2)cc1C (stereo not drawn) | 1 | 8 | 3 | 1 | 5

No. | HIF act | IEC-6 cytotox | HSF1 activator | HSF1 inhib | KLF5 inhibitor
41 | -0.2 | 5 | -15 | -2 | -47
42 | 2.9 | -1 | 19 | 6 | -5
43 | -0.3 | nt | 2 | -4 | nt
44 | -0.8 | 5 | -24 | -12 | -10
45 | -28 | -2 | 14 | 2 | -2
46 | 26* | 5 | 27 | 5 | 14
47 | nt | 6 | nt | nt | -23
48 | -0.2 | 2 | -11 | -10 | 1
